ARNT-TACC3 inh = disrupts binding between human ARNT and TACC3; AlphaScreen His-ARNT PAS-B/GST-TACC3 binding, luminescence; TACC3 fragment carries E629A point mutation; inhibition, % at 9.99 µM; hit rate 0.66% among 390,000; AID 623870;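 active = mean inhibition of replicates at least 50% and at least half of replicates each reaching 50%; inconclusive = half or more replicates reach 50% but mean below 50%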;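 note: 0% = complete ARNT plus TACC3 wells and 100% = ARNT alone without TACC3; many hits fall short of the cut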
EWS-Fli inh = inhibitors of EWS/Fli oncoprotein transcriptional activity. hit rate 0.67% among 350,000. inhibition, % at 12.6 µM. A673 NR0B1-luciferase reporter, viability-normalised;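 active = mean inhibition of at least 50% after viability correction, with every replicate also passing that limit; inconclusive = mean reaches 50% but only one of two replicates passes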;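 note: firefly luciferase signal divided by Alamar Blue viability fluorescence both relative to DMSO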
Casp6 inh = inhibitors of human caspase-6. inhibition, % at 12.5 µM. hit rate 0.53% among 350,000. P55212. purified caspase-6, Z-VEID-R110 cleavage fluorescence. AID 686996;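 active = mean inhibition across replicates at least about 35%, with every replicate also reaching that limit, limit read from the data; inconclusive = only one of the two criteria met; inactive = neither criterion met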;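 note: 0% = median of neutral control wells and 100% = no fluorescence left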
Target sequence (P55212 24-179 limits assumed): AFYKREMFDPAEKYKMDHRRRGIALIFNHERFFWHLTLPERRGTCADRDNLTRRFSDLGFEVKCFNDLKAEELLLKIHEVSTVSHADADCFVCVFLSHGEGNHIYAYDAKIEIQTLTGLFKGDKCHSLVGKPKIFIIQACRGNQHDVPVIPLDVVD
Target sequence (P55212 194-293 limits assumed): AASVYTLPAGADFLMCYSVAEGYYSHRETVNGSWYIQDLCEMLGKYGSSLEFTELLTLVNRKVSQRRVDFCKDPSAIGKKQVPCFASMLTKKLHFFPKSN
PAX8 reporter = lowers PAX8-driven luciferase in RMG-I cells; RMG-I TPO-luciferase reporter, SteadyGlo, 24 h; inhibition, % at 12.6 µM; hit rate 1.2% among 360,000; AID 652154;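 active = mean replicate inhibition at least 60% with every replicate also reaching 60%; inconclusive = only one of the two criteria is met; inactive = mean below 60% and not all replicates reaching 60%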;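 note: luciferase light reporting Pax8 driven TPO promoter activity; plate controls were median of neutral control wells for no effect and mitoxantrone controls for full effect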
SIRT5 block = blocks human SIRT5 desuccinylation of peptide; AID 652115; Q9NXA8; inhibition, % at 15 µM; Purified SirT5, succinyl-peptide AMC, trypsin-coupled fluorescence; hit rate 1.1% among 330,000; in the data active = inhibition above about 15%; inconclusive = no clear call, values can overlap the other calls
Target sequence (Q9NXA8 whole entry, looked up): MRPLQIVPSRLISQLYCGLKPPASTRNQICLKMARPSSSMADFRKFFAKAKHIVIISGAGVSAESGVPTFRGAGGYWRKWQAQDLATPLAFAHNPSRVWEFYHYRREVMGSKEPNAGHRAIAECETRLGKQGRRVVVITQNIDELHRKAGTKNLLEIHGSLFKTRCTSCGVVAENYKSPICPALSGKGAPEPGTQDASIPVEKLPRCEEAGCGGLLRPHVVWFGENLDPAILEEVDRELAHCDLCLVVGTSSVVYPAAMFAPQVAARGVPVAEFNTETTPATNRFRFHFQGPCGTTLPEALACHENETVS
DENV2 CPE rescue = inhibitors of DENV2 cytopathic effect. DENV2-infected cells, cytopathic effect rescue, plate reader. CPE inhibition, % at 9.99 µM. hit rate 1.7% among 350,000. AID 651640; in the data active = CPE inhibition above about 20%, passing the limit was not always enough; inconclusive = no clear call, values can overlap the other calls; tested in BHK-21 cells;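 note: 0% = median of neutral control wells and 100% = median of positive control wells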
LGR2 antag = Drosophila LGR2 receptor signaling inhibition; HEK293 LGR2, CRE-luciferase, bursicon-stimulated, 4 h; inhibition, % at 9.99 µM; hit rate 0.35% among 380,000; AID 720647;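 active = drop in luminescence signal, shown as inhibition above about 50% in the replicate tests, limit read from the data, passing the limit was not always enough; inconclusive = probably only some replicates passing the limit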;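 note: agonist challenge used bursicon conditioned medium at about half maximal strength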
Active calls of the source: *; ? = inconclusive; nt = no result given; & = joins results of further samples; ! = not active in a repeat.

SMILES,DENV2 CPE rescue,LGR2 antag,SIRT5 block,EWS-Fli inh,Casp6 inh,PAX8 reporter,ARNT-TACC3 inh
COc1ccc(S(=O)(=O)N(C)C[C@H]2Oc3ccc(NC(=O)NC(C)C)cc3CC(=O)N([C@@H](C)CO)C[C@@H]2C)cc1,8,10,4,6,0,-2,nt
CN1CCN(CC(=O)Nc2c(C#N)cnn2-c2ccccc2)CC1,3,-5,-4,3,4,5,nt
CCCc1cc(=O)oc2c(C)c(OCC(=O)NCc3ccccn3)ccc12,1,8,2,nt,0,7,3
COc1ccccc1-c1cn(CC[C@H]2CC[C@@H](NC(=O)CCN3CCCCC3)[C@H](CO)O2)nn1,18,-2,2,4,-3,-18,-13
CC1CN(c2ccc(NC(=O)c3ccco3)cc2C(=O)O)CC(C)O1 (configuration not stated),-6,nt,1,-1,1,-18,-7
COc1ccc(NC(=O)N(C)C[C@H]2Oc3ccc(NS(=O)(=O)c4c(C)noc4C)cc3CC(=O)N([C@@H](C)CO)C[C@H]2C)cc1,-11,15,-2,-3,2,nt,nt
CC12CCC=CC1=C(C=O)C1C2CCC2(C)C(O)CCC12 (configuration not stated),6,1,nt,2,-3,7,1
CCCCCNC(=O)C(C1CC1)n1c(=O)c(-c2cc3ccccc3[nH]2)nc2ccccc21 (configuration not stated),3,1,nt,7,-1,29,nt
O=C1CCC(c2ccccc2)(c2ccccc2)CC1,-3,5,-2,6,-1,3,3
CCCOc1ccc(C(CC(=O)O)NC(=O)CC(c2ccccc2)c2ccccc2)cc1 (configuration not stated),-2,38,5,9,5,-7,-2
COc1ccc(NC(=O)C2CCCN(c3cnccn3)C2)c(OC)c1 (configuration not stated),-4,-2,16*,nt,1,-12,2
Cc1ccc(Cl)cc1N1CCN(S(C)(=O)=O)CC1,-5,1,-1,6,-4,nt,-1
O=C(NC1CCCC1)N1CC(=O)N2[C@H](C1)[C@H](c1ccc(-c3ccc(F)cc3)cc1)[C@@H]2CO,0,-2,-7,nt,-1,nt,nt
Fc1ccc(CSc2ccc3nnc(-c4cccs4)n3n2)cc1,0,10,-2,14,-1,3,-3
C[C@@H]1CN([C@@H](C)CO)C(=O)c2cc(C#Cc3ccccn3)cnc2O[C@H]1CN(C)Cc1cccnc1,9,14,8,-2,-4,nt,0
CCOc1cc(CNn2nnnc2N)ccc1OCC(=O)NC(C)(C)C,nt,0,-11,nt,2,nt,-3
COCC#Cc1cnc2c(c1)C(=O)N([C@H](C)CO)C[C@@H](C)[C@H](CN(C)C(C)=O)O2,11,13,1,6,5,nt,-2
C=CC(=C)CC(NC)c1ccccc1 (configuration not stated),0,7,-1,10,-119,nt,6
Cc1onc(-c2ccccc2)c1C(=O)OCC(=O)Nc1ccccc1,-5,8,2,4,0,-3,-1
Cc1nc(Cl)sc1C(=O)Nc1ccccc1,nt,-5,nt,nt,nt,-27,-7

One compound at a time, from the list above. Order of values: DENV2 CPE rescue | LGR2 antag | SIRT5 block | EWS-Fli inh | Casp6 inh | PAX8 reporter | ARNT-TACC3 inh
CCCOc1ccc(C(CC(=O)O)NC(=O)CC(c2ccccc2)c2ccccc2)cc1 (configuration not stated) as listed: -2 | 38 | 5 | 9 | 5 | -7 | -2
Fc1ccc(CSc2ccc3nnc(-c4cccs4)n3n2)cc1 as listed: 0 | 10 | -2 | 14 | -1 | 3 | -3

Other records:
SMILES,DENV2 CPE rescue,LGR2 antag,SIRT5 block,EWS-Fli inh,Casp6 inh,PAX8 reporter,ARNT-TACC3 inh
O=C(CN1CCCC1)Nc1cc(C(F)(F)F)cc(C(F)(F)F)c1,0,nt,0,10,5,13,-2
Cc1cc(NC(=O)C2CCCCC2C(=O)O)ccc1NC(=O)c1ccccc1 (configuration not stated),2,-24,-1,-6,1,1,-13
C[C@H](CO)N1C[C@H](C)[C@@H](CN(C)C(=O)Nc2ccc(F)cc2)OCCCC[C@H](C)Oc2ccc(NS(=O)(=O)c3ccccc3)cc2C1=O,5,-2,-4,10,2,12,6
COc1ccc(CCC(=O)Nc2ccc(C)c([N+](=O)[O-])c2)cc1,-8,nt,2,3,5,2,3
CC(C)N(Cc1ccccc1)C(=O)CCc1ccccc1,-3,-3,-2,4,-1,1,-6
Cc1ccc(NS(=O)(=O)c2cccc([N+](=O)[O-])c2)nc1,5,16,2,-13,-5,-6,-10
CCC(C(=O)OC(C)C(=O)Nc1ccc(Cl)cn1)c1ccccc1 (configuration not stated),7,-6,3,nt,-1,-33,-12
O=C(Cn1cc[n+](Cc2ccccc2)c1)c1ccc([N+](=O)[O-])cc1,0,28,0,-2,1,-1,-1
O=C(/C=C/c1cccc([N+](=O)[O-])c1)Nc1ccccc1N1CCOCC1,4,13,1,-11,0,-5,4
C[C@@H]1CN([C@H](C)CO)C(=O)Cc2cc(NC(=O)Cc3cn(C)c4ccccc34)ccc2O[C@@H]1CN(C)C(=O)Nc1cccc2ccccc12,45*,-15,4,16,2,nt,23
CCOC(=O)N1CCN(CC(=O)NC(=O)Nc2ccc3c(c2)OCCO3)CC1,12,-15,0,3,0,9,-3
COC(=O)c1c(NC(=O)c2c(OC)cccc2OC)sc2c1C(C(=O)OC)CC2 (configuration not stated),-1,-6,0,-12,-1,6,-4
CCCCn1c(=O)cc(C)n(-c2ccccc2)c1=O,2,13,-3,-18,-2,2,-8
Nc1nc(-c2ccccc2)nc2nonc12,5,-27,-2,-12,0,-16,nt
O=[N+]([O-])c1cc(S(=O)(=O)N2CCCC2)ccc1O,nt,-2,nt,nt,nt,-2,-9
O=C(Nc1ccc(F)cc1F)N1CCC(c2nc3ccccc3o2)CC1,-2,5,-2,2,-2,-1,-5
CCc1c(-c2cccc(Br)c2)ncn1Cc1cccc(-c2ccccc2)c1,5,-2,-1,6,1,4,nt
C/C=C/c1ccc2c(c1)O[C@@H](CN(C)C(=O)c1cccc(F)c1)[C@H](C)CN([C@H](C)CO)S2(=O)=O,6,6,0,-3,3,nt,3
CCCC(=O)Nc1ccc2c(c1)C(=O)N(C)C[C@@H](OC)[C@H](C)CN(Cc1cncnc1)[C@@H](C)CO2,8,-1,-6,-1,-4,3,-5
Cc1cn([C@H]2C[C@H](O)[C@@H](CNC(=O)[C@@H]3CCCN3Cc3ccccc3)O2)c(=O)[nH]c1=O,-1,2,2,-10,-3,-10,nt
CN(CC(=O)Nc1ccc(N2CCOCC2)cc1)C(=O)c1cc(F)c(F)cc1Cl,11,-5,0,-5,-3,-29,0
COc1ccc(C#Cc2cnc3c(c2)C(=O)N([C@H](C)CO)C[C@@H](C)[C@@H](CN(C)C(=O)CC2CC2)O3)cc1,1,-40,0,-14,3,-15,3
CC1(C)CC(NS(=O)(=O)OCC(Cl)(Cl)Cl)c2cc(C#N)ccc2O1 (configuration not stated),-8,11,nt,6,-1,-2,-1
Cc1ccc2nc(CSc3nnc(Nc4ccccc4F)s3)cc(=O)n2c1,5,nt,1,-8,4,2,-8
COc1ccc(CCC(=O)Nc2c(-c3ccc(N(C)C)cc3)[nH][nH]c2=O)cc1,0,-3,-2,7,9,-8,nt
Cc1ccc(/C=C2/C(=O)N=C(N)N2C)s1,2,-7,-2,1,1,-2,-25
O=C(c1cc(S(=O)(=O)N2CCOCC2)c(Cl)cc1Cl)N1CCN(S(=O)(=O)c2cccc(F)c2)CC1,1,nt,nt,8,5,-6,0
Cc1noc(C)c1NC(=O)N(C)C[C@H]1Oc2cc(C#CCN(C)C)ccc2S(=O)(=O)N([C@@H](C)CO)C[C@@H]1C,?,19,-3,-1,3,nt,-3
Cc1cccn2c(CN3CCNC(=O)CC3)c(C(=O)N(C)CCc3ccccc3)nc12,0,13,1,18,-3,-9,-1
Cc1noc(C)c1NC(=O)N[C@H]1C=C[C@H](CC(=O)N2CCN(C)CC2)O[C@@H]1CO,8,13,-3,-2,0,8,-4
CC(C)OCCCN(C)C1CCN(S(=O)(=O)c2ccc(-c3cc(C(F)(F)F)no3)s2)CC1,?,7,-3,nt,1,-2,18
CC(=O)O[C@H]1C(=O)[C@@]2(C)[C@H]([C@H](OC(=O)c3ccccc3)[C@]3(O)C[C@H](OC(=O)[C@H](O)C(NC(=O)c4ccccc4)c4ccccc4)C(C)=C1C3(C)C)[C@]1(OC(C)=O)CO[C@@H]1C[C@@H]2O (some centres not stated),-6,7,-1,66*,2,36,3&5
C[C@@H]1CCCCO[C@@H](CN(C)C(=O)Nc2ccccc2)[C@H](C)CN([C@@H](C)CO)C(=O)c2cc(NC(=O)C3CCCCC3)ccc2O1,-14,7,1,-34,3,-9,1
COc1ccc(NC(=O)Nc2ccc3c(c2)C(=O)N([C@@H](C)CO)C[C@H](C)[C@H](CN(C)CC2CCCCC2)OCCCC[C@@H](C)O3)cc1,7,14,-3,1,1,-13,7
O=C(C[C@@H]1CC[C@H](NC(=O)C2CCC2)[C@@H](CO)O1)NCc1ccncc1,11,15,-4,-5,0,-17,-7
CCCCNC(=O)C(COCc1ccccc1)OC(=O)c1ccccc1 (configuration not stated),0,nt,-10,0,0,32,-11
O=C1c2ccccc2C(=O)c2[nH]c(=O)[nH]c21,-2,35,2,4,83*,91*,nt
CC(=O)c1ccc(NS(=O)(=O)c2cc3c(cc2C)N(C)CCO3)cc1,0,-7,-6,nt,1,7,0
CC1(C)CC(=O)C(C=Nc2ccc(C(=O)c3ccccc3)cc2N=CC2=C(O)CC(C)(C)CC2=O)=C(O)C1,0,11,-5,20,-1,2,-5
COCC#Cc1ccc2c(c1)O[C@@H](CN(C)S(=O)(=O)c1ccc(F)cc1)[C@H](C)CN([C@H](C)CO)S2(=O)=O,-4,3,5,0,-2,nt,2
O=C(NC1CCCCCCC1)c1cccnc1,-2,3,3,-35,1,4,-3
C(=C\c1ccc(C2[C@@H]3CN(Cc4ccc5c(c4)OCO5)C[C@H]2N3)cc1)/c1ccccc1 (some centres not stated),-24&-3,-18&2,nt,-11&5,nt,81*!,nt
COc1cc(OC)c(C2=NOC(C(=O)N3CCN(C(=O)c4ccco4)CC3)C2)cc1Cl (configuration not stated),-4,3,0,-15,3,-1,3
Cc1ccc2nc(NC(=O)COC(=O)c3ccncc3)sc2c1,-7,-34,8,-55,nt,-77,-2
CC(=O)c1cnc2sccn2c1=O,2,31,2,0,5,0,-5
COc1cccc(N2CCN(c3ccc4nnc(CCC(=O)Nc5ccccc5OC)n4n3)CC2)c1,-8,18,-3,nt,-1,28,7
Cc1ccccc1N1CC(C(=O)Nc2ccc(S(=O)(=O)N3CCOCC3)cc2)CC1=O (configuration not stated),0,4,0,2,0,-16,-4
CCCCn1c(N)c(N(CC(C)C)C(=O)c2ccc(-c3ccc([N+](=O)[O-])cc3)o2)c(=O)[nH]c1=O,-4,9,3,-4,0,-12,23
CCC(=O)c1cn(CC(=O)Nc2c(C)cccc2C)c2ccccc12,-3,11,9,14,0,-29,2
COC(=O)c1ccc(S(=O)(=O)N2CCC(O)CC2)n1C,13,nt,-3,13,7,14,nt
Cc1[nH]c(C)c(S(=O)(=O)Nc2cccc(Cl)c2C)c1C(=O)N1CCCCC1,-8,-4,-3,nt,0,4,-18
C[C@@H]1CN([C@H](C)CO)C(=O)Cc2cc(NC(=O)Nc3ccc(C(F)(F)F)cc3)ccc2O[C@H]1CN(C)S(=O)(=O)c1ccc(Cl)cc1,8,-13,-5,-1,0,nt,nt
CC(=O)Nc1cccc(Nc2nc(-c3ccccc3F)nc3ccccc23)c1,1,5,4,0,2,2,nt
CCOc1cc(N2CCOCC2)c(OCC)cc1NC(=O)c1nn(CC)c(=O)c2ccccc12,8,22,0,6,0,23,4
Cc1ccc2cc(CCNS(=O)(=O)c3ccc(Br)cc3)c(=O)[nH]c2c1C,-3,19,-2,0,-1,11,-3
CC(C)(C)NC(=O)CSc1nnc(-c2ccccn2)n1-c1ccccc1,3,-5,nt,-1,0,2,nt
